# UBC13 inh: UBC13 polyubiquitin chain formation inhibitors, primary screen, biochemical, TR-FRET, uHTS | AID 485273, 2010 | Ubiquitin-conjugating enzyme E2 N (Homo sapiens), P61088 | hit rate 0.47% among 330,000 | inhibition, % at 20 µM; in the data active = inhibition above about 45%, passing the limit was not always enough
# SENP1 inh: human SENP1 catalytic domain inhibitors, primary screen, biochemical, FRET, uHTS; recombinant SENP1 catalytic domain, CyPet-SUMO1-YPet FRET cleavage; inhibition, % at 10 µM; AID 624204, 2012; hit rate 0.21% among 360,000;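 active = inhibition at least 30% at 10 µM, raw YFP signal under a set limit, fluorescence ratio 0.5 to 1.5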;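 also: 0% = enzyme with DMSO and 100% = no enzyme wells; some results filed as inactive read as strong as hits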
# Target sequence (Q9P0U3 419-644 limits assumed): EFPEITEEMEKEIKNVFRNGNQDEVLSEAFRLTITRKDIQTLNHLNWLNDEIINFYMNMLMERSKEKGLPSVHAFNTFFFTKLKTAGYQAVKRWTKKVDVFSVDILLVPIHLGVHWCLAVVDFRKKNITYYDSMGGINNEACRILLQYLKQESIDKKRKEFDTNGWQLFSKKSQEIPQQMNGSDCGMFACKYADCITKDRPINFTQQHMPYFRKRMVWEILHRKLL
#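 Controls: no-enzyme wells low, DMSO-plus-enzyme wells high control. Test system: human recombinant His6-tagged SENP1 catalytic domain enzyme. Reagent: SFCypet-SUMO1-SFYpet FRET protein substrate, 25 nM final. Doses: one dose per compound, 10 µM, 0.5% DMSO. Detection: FRET, CFP and YFP emission. Timing: 50 min reaction at room temperature.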
# Apaf1 inhib: inhibitors of human Apaf-1 apoptosome, primary screen, biochemical, DEVD-Rh110 fluorescence, uHTS | reconstituted apoptosome caspase-3 activity | inhibition, % at 20 µM | hit rate 0.71% among 330,000 | AID 489030, 2010; active = inhibition of at least 40% at 20 µM;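 also: plate controls were DMSO wells for no effect and DEVD-CHO caspase inhibitor wells for full effect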
#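 Assay system – apoptosome proteins · Medium – Hepes buffer, pH 7.5 · Also added – cytochrome c with DEVD-Rh110 · Timing – 30 min compound preincubation, 50 min activation, room temperature · Detection – Rh110 fluorescence, excitation 480 nm, emission 540 nm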
# SENP6 inh: SENP6 protease inhibitors, primary screen, biochemical, luminescence, uHTS; Sentrin-specific protease 6 (Homo sapiens), Q9GZR1; Recombinant SENP6 catalytic domain, aminoluciferin luminescence; inhibition, % at 10 µM; hit rate 1.8% among 330,000; AID 2599, 2010;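 active = inhibition above about 50% at the single tested dose, limit read from the data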;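 also: plate controls were DMSO wells with enzyme for no effect and DMSO wells lacking enzyme for full effect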
# APOBEC3G inh: APOBEC3G DNA deaminase inhibitors, primary screen, biochemical, fluorescence, single-stranded DNA substrate, uHTS; DNA dC->dU-editing enzyme APOBEC-3G (Homo sapiens), Q9HC16; recombinant A3G, ssDNA deamination FAM/TAMRA fluorescence; inhibition, % at 20 µM; hit rate 0.28% among 330,000; AID 493012, 2011;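 active = inhibition of at least 40% at 20 µM, with no more than 30% in the related APOBEC3A deaminase screen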;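 also: plate controls were DMSO wells with A3G for no effect and wells lacking A3G enzyme for full effect; some compounds called inactive have numbers as strong as hits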
# Target sequence (Q9HC16 whole entry, looked up): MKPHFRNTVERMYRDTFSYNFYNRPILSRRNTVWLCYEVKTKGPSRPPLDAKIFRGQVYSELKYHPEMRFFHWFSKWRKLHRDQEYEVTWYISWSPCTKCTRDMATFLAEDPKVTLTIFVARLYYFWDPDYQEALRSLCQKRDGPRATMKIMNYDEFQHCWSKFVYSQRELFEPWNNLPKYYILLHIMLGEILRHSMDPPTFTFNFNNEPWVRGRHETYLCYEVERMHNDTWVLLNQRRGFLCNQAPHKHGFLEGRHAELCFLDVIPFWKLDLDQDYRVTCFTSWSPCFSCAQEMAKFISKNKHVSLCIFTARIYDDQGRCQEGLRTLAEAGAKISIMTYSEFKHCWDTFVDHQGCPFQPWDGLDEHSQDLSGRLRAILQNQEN
# SENP8 block-1: SENP8 protease inhibitors, primary screen, biochemical, luminescence; Sentrin-specific protease 8 (Homo sapiens), Q96LD8; purified SENP8, Z-RLRGG-aminoluciferin cleavage; inhibition, % at 10 µM; hit rate 1.2% among 330,000; AID 2540, 2010; in the data active = inhibition above about 50%
# SENP7 block: SENP7 protease inhibitors, primary screen, biochemical, luminescence, uHTS; Sentrin-specific protease 7 (Homo sapiens), Q9BQF6; hit rate 1.5% among 330,000; recombinant SENP7, Z-RLRGG-aminoluciferin luminescence, 40 min; AID 434973, 2010; inhibition, % at 5 µM;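 active = inhibition above about 50% at the single test dose, limit read from the data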;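 also: plate controls were DMSO with enzyme for no effect and no enzyme buffer wells for full effect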
# Target sequence (Q9BQF6 706-1050 limits assumed): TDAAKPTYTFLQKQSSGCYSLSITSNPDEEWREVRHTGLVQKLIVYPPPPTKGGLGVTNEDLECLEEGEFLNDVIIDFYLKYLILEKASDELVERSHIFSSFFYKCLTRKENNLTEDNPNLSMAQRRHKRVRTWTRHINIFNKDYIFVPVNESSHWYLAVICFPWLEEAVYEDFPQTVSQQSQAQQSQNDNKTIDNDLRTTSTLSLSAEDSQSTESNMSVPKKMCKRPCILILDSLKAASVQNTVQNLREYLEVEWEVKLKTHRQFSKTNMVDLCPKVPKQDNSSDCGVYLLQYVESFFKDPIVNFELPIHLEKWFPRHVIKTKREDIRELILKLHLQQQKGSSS
# SENP8 block-2: human SENP8 protease inhibitors, primary screen, biochemical, fluorescence, Nedd8 protein substrate, uHTS. recombinant SENP8. inhibition, % at 20 µM. hit rate 0.64% among 360,000. AID 602440, 2012; in the data active = inhibition mostly above about 40%, no sharp cut-off; inactive = mostly below about 27%
# The depositor's hits bear a star.
SMILES,UBC13 inh,SENP1 inh,Apaf1 inhib,SENP6 inh,APOBEC3G inh,SENP8 block-1,SENP7 block,SENP8 block-2
CN(CC(=O)Nc1ccc(F)c(F)c1F)C(=O)CN1C(=O)C2CCCCC2C1=O (stereo not drawn),7,0,-11,3,-7,1,-5,6
OC(c1ccccc1)(c1ccccc1)c1ccn[nH]1,3,2,-4,6,-6,-3,5,15
Cc1nc(NC(=O)COC(=O)C2=NNC(=O)CC2)c(Cl)cc1Cl,0,2,2,-13,0,1,2,18
CCOc1ccc(C(c2nnnn2C(C)(C)C)N2CCN(C(=O)c3ccco3)CC2)cc1 (stereo not drawn),-2,1,5,-29,-8,-5,0,4
Cc1ccccc1CC1(CO)CCCN(Cc2ccccc2Cl)C1 (stereo not drawn),1,-18,-7,-16,-10,-10,4,13
Cc1cccc(OCC(=O)Nc2nonc2NC(=O)COc2cccc(C)c2)c1,-14,-1,10,-19,-6,-13,-6,13
Cc1cc(C(=O)Nc2cccc(C(=O)O)c2)oc1C,1,1,-15,92*,-2,92*,98*,19
CC(C)Cn1c(N)c(C(=O)COC(=O)c2ccc([N+](=O)[O-])o2)c(=O)n(C)c1=O,-8,-7,-6,37,-6,15,16,26
CCOC(=O)COc1cc(OCC(=O)OCC)c2c3c(c(=O)oc2c1)CCCC3,15,-2,22,-26,-8,-8,-1,-284
Cc1ccc(Cc2nnc(SCC(=O)Nc3ccccc3C)[nH]c2=O)cc1,-5,-1,5,-8,-5,-7,8,10
COc1cccc(CN(C(=O)CN2C(=O)c3ccccc3S2(=O)=O)C(C(=O)NCC2CCCO2)c2ccco2)c1 (stereo not drawn),-1,0,11,-9,-9,-14,-6,11
CCN(CC)S(=O)(=O)c1cccc(-c2nnc(SCC(=O)c3cc(C)n(C4CC4)c3C)o2)c1,-9,1,15,1,-3,-9,-4,-31
C#CCOCCOCCOCCNc1nc(N2CCN(C(=O)[C@H](C(C)C)n3cc(CCO)nn3)CC2)nc(N2CCN(C(=O)[C@H]([C@@H](C)CC)n3cc(CCCCN)nn3)CC2)n1,11,0,-2,-6,-5,-7,-5,19
Cc1ccc(C(C)C)c(OCC(=O)NNCC(=O)Nc2cccc(F)c2)c1,28,1,13,0,-8,5,-3,5
CCOC(=O)Cn1nnnc1C(CC)N(Cc1cccs1)Cc1cc2ccc(OC)cc2[nH]c1=O (stereo not drawn),7,-21,11,2,-9,-1,-3,-145
CCC/C(=N\NC(=O)C1CC1)c1ccc(Br)cc1,-6,0,3,2,23,-1,-6,2
O=C(O)c1ccccc1C(=O)c1ccc(Sc2ccc(Cl)cc2)c([N+](=O)[O-])c1,-16,3,-2,-23,-4,10,6,10
Nn1c(SCC(=O)NCc2ccc3c(c2)OCO3)nnc1C(F)(F)F,-6,0,-2,-4,-7,9,0,18
Cc1ccc(/C=N/N=C2\SCC(=O)N2CC2CC2)cc1,6,-2,16,-21,0,-7,3,26
COCCC(=O)N1CCC(Oc2ccc(C(=O)N3CCCCCC3)cc2)CC1,3,0,1,3,-7,-6,-4,8
COc1ccc(/C=N/NC2=NCCCCC2)cc1,0,2,-5,20,4,-7,7,16
Cc1ccc2oc(C(=O)NCc3ccc4c(c3)OCO4)c(C)c2c1,2,1,16,-13,0,5,13,18
Cc1ccc(N2CC(C(=O)NC3=NCCS3)CC2=O)cc1 (stereo not drawn),-1,0,1,-5,-2,-2,2,-3
CCOc1ccccc1OCC(=O)Nc1cc(S(=O)(=O)N2CCCCC2)ccc1OC,-1,2,14,-16,-7,-1,2,15
CCOc1cc(-c2conc2N)cc(OCC)c1OCC,16,1,-13,4,-3,6,0,1
CCCCn1c2nc3ccccc3nc2c2c(=O)n(C(C)CC)cnc21 (stereo not drawn),19,-8,10,-2,0,-2,14,-284
O=C(O)c1cccc(S(=O)(=O)Nc2ccc3c(c2)OCO3)c1,-4,2,21,-6,1,5,3,25
COc1ccc(Oc2ncccc2[N+](=O)[O-])cc1,6,-2,-2,-4,-5,-2,12,23
CCc1c(C)sc(NC(=S)N2CCN(S(C)(=O)=O)CC2)c1C(=O)OC,6,-3,-11,8,-7,4,0,20
CCOc1ccccc1C(=O)Nc1cccc2ccccc12,3,2,-4,11,-10,8,2,6
O=C(COC(=O)CNC(=O)c1ccccc1F)Nc1ccc(Cl)cn1,5,4,-2,-4,-5,-2,5,6
CCCNC(=O)C(=O)Nc1cc2c3c(c1)CCC(=O)N3CCC2,-4,0,1,-17,-7,-15,-8,-2
CCCCN(C)CCCNC(=O)/C=C1\Sc2ccccc2NC1=O,-7,-1,-25,-8,-3,9,4,-52
O=S(=O)(Cc1ccccc1)c1ccccc1-c1nnc(-c2ccccc2)o1,2,2,7,-26,-1,-3,1,23
CC(NC(=O)c1cccs1)c1n[nH]c(=S)n1C (stereo not drawn),-9,2,-11,-7,-1,3,-6,7
Cn1c(N)c(N=O)c(=O)n(C)c1=O,-14,1,-4,-2,-5,-4,-19,11
C/C(=N\N1CCN(c2ccccc2)CC1)c1ccncc1,-10,1,6,19,-4,0,9,13
Cc1nn(C(C)C(=O)NNC(=S)Nc2ccc(Cl)cc2)c(C)c1[N+](=O)[O-] (stereo not drawn),-1,3,-20,1,-4,2,6,14
CC(C)NC(=O)CCS(=O)(=O)c1ccc(Br)s1,12,3,-13,-11,-5,0,-1,15
COc1ccccc1NC(=O)Nc1nc(CC(=O)NCc2c(F)cccc2F)cs1,6,-1,0,-11,-9,1,0,7
Cn1c(=O)c(=O)n(C)c2cc(S(=O)(=O)N3CCCC3C(=O)NCc3cccs3)ccc21 (stereo not drawn),-7,-6,-12,-51,1,2,1,-25
CCOC(=O)c1ccc(N2C(=O)c3n[nH]c(C)c3C2c2ccco2)cc1 (stereo not drawn),6,1,3,5,-1,-2,-1,18
COC(=O)c1ccc(N=NNc2ccc(C(=O)OC)cc2)cc1,-27,0,-12,-21,-1,-12,0,-1
COc1ccc(/C=C2\SC(=O)N(CCn3cnnn3)C2=O)cc1,2,2,-8,7,-4,-3,-2,17
CSc1nnnn1-c1ccc(Cl)cc1,14,2,-10,-10,-7,-7,-9,15
COc1cccc(C(=O)Nc2c3c(nn2-c2ccccc2C)CS(=O)C3)c1OC (stereo not drawn),5,1,7,-16,-2,-8,1,6
CCOCCn1c(N(C)Cc2ccccc2)nc2c1c(=O)[nH]c(=O)n2C,-7,3,5,-20,-4,-9,-7,16
CCc1nnc(NS(=O)(=O)c2ccc(NC(=O)c3ccco3)cc2)s1,4,-3,-2,1,-1,7,6,13
N#Cc1ccc(CSc2nnc(-c3cccs3)n2-c2ccccc2)cc1,4,0,19,-2,-6,-2,6,12
Cc1nc(NCc2ccccc2)c(C(N)=O)c2c1COC(C)(C)C2,4,-3,-10,-5,-10,-4,10,-369
COc1cc(NS(=O)(=O)c2ccc(NC(=O)c3ccc([N+](=O)[O-])cc3)cc2)ncn1,-19,1,2,1,-2,9,-2,8
N#Cc1cc2c(nc1S(=O)(=O)Cc1ccccc1)CCCC2,-6,-1,-11,-3,-2,1,13,11
O=C(NCCc1ccccn1)c1cc(-c2cccc3ccccc23)nc2ccccc12,10,0,12,-2,-1,-1,5,-371
O=C(Oc1cccc(Nc2ncnc3ccccc23)c1)c1ccccc1Cl,9,3,11,-11,-1,0,9,-224
C=CCn1c(SCc2ccc(C#N)cc2)nnc1-c1cccc(Cl)c1,7,0,18,-22,-5,-8,-12,1
O=C(Cn1cnc(S(=O)(=O)N2CCCC2)c1)Nc1ccc(OC(F)(F)F)cc1,-2,1,18,-16,-6,-19,-6,29
CCOC(=O)C(C)Oc1ccc(=O)n(-c2ccccc2)n1 (stereo not drawn),17,1,-16,-10,-4,-9,-1,7
Cc1ccc(C(=O)OCC(=O)N(C)c2ccccc2)c(C)c1,6,-2,13,9,4,-4,10,2
CCN(CC(=O)Nc1ccc(OC)cc1)C(=O)COc1cccc2c1OC(C)(C)C2,0,-1,0,-8,-4,5,2,9
CCOC(=O)C1(Cc2ccccc2C)CCCN(C(=O)c2ccc(CSC)o2)C1 (stereo not drawn),-12,1,13,-6,1,-8,13,2
COc1cccc(-c2c(C(=O)N/N=C/c3ccoc3)nnn2-c2nonc2N)c1,-14,0,3,5,-3,-3,8,-3

# Compounds shown so far that have a furan ring, fused or not:
SMILES,UBC13 inh,SENP1 inh,Apaf1 inhib,SENP6 inh,APOBEC3G inh,SENP8 block-1,SENP7 block,SENP8 block-2
CCOc1ccc(C(c2nnnn2C(C)(C)C)N2CCN(C(=O)c3ccco3)CC2)cc1 (stereo not drawn),-2,1,5,-29,-8,-5,0,4
Cc1cc(C(=O)Nc2cccc(C(=O)O)c2)oc1C,1,1,-15,92*,-2,92*,98*,19
CC(C)Cn1c(N)c(C(=O)COC(=O)c2ccc([N+](=O)[O-])o2)c(=O)n(C)c1=O,-8,-7,-6,37,-6,15,16,26
COc1cccc(CN(C(=O)CN2C(=O)c3ccccc3S2(=O)=O)C(C(=O)NCC2CCCO2)c2ccco2)c1 (stereo not drawn),-1,0,11,-9,-9,-14,-6,11
Cc1ccc2oc(C(=O)NCc3ccc4c(c3)OCO4)c(C)c2c1,2,1,16,-13,0,5,13,18
CCOC(=O)c1ccc(N2C(=O)c3n[nH]c(C)c3C2c2ccco2)cc1 (stereo not drawn),6,1,3,5,-1,-2,-1,18
CCc1nnc(NS(=O)(=O)c2ccc(NC(=O)c3ccco3)cc2)s1,4,-3,-2,1,-1,7,6,13
CCOC(=O)C1(Cc2ccccc2C)CCCN(C(=O)c2ccc(CSC)o2)C1 (stereo not drawn),-12,1,13,-6,1,-8,13,2
COc1cccc(-c2c(C(=O)N/N=C/c3ccoc3)nnn2-c2nonc2N)c1,-14,0,3,5,-3,-3,8,-3
